FID counter – compounds displacing fluorescent DNA intercalator, primary screen, artefact control for HCV NS3 helicase inhibitor project, biochemical, FID fluorescence | DNA fluorescent intercalator displacement | inhibition, % at 7.9 µM | 0.17% of 290,000 active; in the data active = inhibition above about 37%;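 note: 0% = vehicle and 100% = reference compound; higher means more ethidium bromide displaced from hairpin DNA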
MEKK2 mut-MEK5 – MEK5 binding signal on mutant MEKK2 PB1, primary screen, biochemical, multiplex bead flow cytometry, Alexa488-MEK5. percent response, % at 10 µM. AID 1530, 2009. 0.35% of 290,000 active. Alexa488-MEK5 binding to MEKK2 mutant; in the data active = percent response above about 24%, passing the limit was not always enough; note: inactives centre near 1; some results filed as inactive read as strong as hits; reference of the scale not given here
GPR7 antag – GPR7 receptor antagonists, primary screen, cell-based, fluorescence, single concentration; Neuropeptides B/W receptor type 1 (Homo sapiens), P48145; inhibition, % at 4.4 µM; GPR7-expressing cells, fluorescence antagonist assay; AID 1861, 2009; 1.1% of 290,000 active; in the data active = inhibition above about 16%, passing the limit was not always enough;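 note: cells stimulated with the agonist NPW; 0% = agonist with vehicle and 100% = vehicle without agonist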
OXTR agonist – human OXTR agonists, primary screen, fluorescence, CHO-OTR cells, Fluo-8 calcium | Fluo-8 calcium fluorescence; normalized: DMSO 0%, oxytocin 100% | activation, % at 3 µM | 0.32% of 320,000 active | Oxytocin receptor (Homo sapiens), P30559;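 active = activation above the mean of all tested compounds plus 3 SD, cutoff set per screening run, cut at about 20% in these data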;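 note: peak over basal fluorescence ratio from a 100 s FLIPR kinetic read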
Target sequence (P30559 whole entry, looked up): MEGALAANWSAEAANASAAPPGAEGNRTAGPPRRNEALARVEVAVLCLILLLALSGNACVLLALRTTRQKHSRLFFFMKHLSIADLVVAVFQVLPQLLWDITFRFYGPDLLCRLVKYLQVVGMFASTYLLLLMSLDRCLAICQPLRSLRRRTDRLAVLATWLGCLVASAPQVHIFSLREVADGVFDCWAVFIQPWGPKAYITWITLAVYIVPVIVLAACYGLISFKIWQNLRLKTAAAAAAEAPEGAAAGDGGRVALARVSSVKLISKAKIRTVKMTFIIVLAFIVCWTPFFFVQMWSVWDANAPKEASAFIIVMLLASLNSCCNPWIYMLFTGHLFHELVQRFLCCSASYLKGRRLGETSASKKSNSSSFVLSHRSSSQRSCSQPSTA
MEKK2 WT-MEK5 – modulators of MEK5 binding to wildtype MEKK2, primary screen, biochemical, multiplex bead flow cytometry, Alexa488-MEK5. Mitogen-activated protein kinase kinase kinase 2 (Homo sapiens), Q9Y2U5. Alexa488-MEK5 binding to MEKK2 WT; actives lie on both sides. binding response (% of control), % at 10 µM. 1.1% of 290,000 active. AID 1531, 2009; in the data active = binding response below about 67% or above about 130%
PHOSPHO1 inh – PubChem AID 1565. 1.1% of 290,000 active. Phosphoethanolamine/phosphocholine phosphatase (Homo sapiens), Q8TCT1. inhibition, % at 13.3 µM. recombinant PHOSPHO1, absorbance phosphatase assay; in the data active = inhibition above about 60%
PfM18AAP inh – PfM18AAP inhibitors, malaria aminopeptidase, primary screen, biochemical, QFRET, recombinant enzyme; inhibition, % at 7.35 µM; H-Glu-NHMec fluorogenic cleavage; M18 aspartyl aminopeptidase (Plasmodium falciparum 3D7); 1.2% of 290,000 active; AID 1822, 2009;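 active = inhibition above the campaign mean inhibition over all tested compounds plus 3 SD, cut at about 28% in these data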;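 note: 0% = plate median of test compound wells and 100% = 2 mM ZnCl2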
MEKK3 PB1 HTS – modulators of MEKK3-MEK5 PB1 binding, primary screen, biochemical, wildtype MEKK3, multiplex bead flow cytometry, Alexa488-MEK5; AID 1529, 2009; binding response (% of control), % at 10 µM; Mitogen-activated protein kinase kinase kinase 3 (Homo sapiens), Q99759; 1.4% of 290,000 active; bead-based flow cytometry, Alexa488-MEK5 binding to MEKK3; actives lie on both sides; 0 = blocked by unlabeled MEK5, 100 = vehicle;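 active = binding response more than 3 SD above or below the average of its plate-row segment, actives on both sides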;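 note: Alexa488 bead fluorescence after subtracting the streptavidin-only scavenger bead signal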
Target sequence (Q99759 whole entry, looked up): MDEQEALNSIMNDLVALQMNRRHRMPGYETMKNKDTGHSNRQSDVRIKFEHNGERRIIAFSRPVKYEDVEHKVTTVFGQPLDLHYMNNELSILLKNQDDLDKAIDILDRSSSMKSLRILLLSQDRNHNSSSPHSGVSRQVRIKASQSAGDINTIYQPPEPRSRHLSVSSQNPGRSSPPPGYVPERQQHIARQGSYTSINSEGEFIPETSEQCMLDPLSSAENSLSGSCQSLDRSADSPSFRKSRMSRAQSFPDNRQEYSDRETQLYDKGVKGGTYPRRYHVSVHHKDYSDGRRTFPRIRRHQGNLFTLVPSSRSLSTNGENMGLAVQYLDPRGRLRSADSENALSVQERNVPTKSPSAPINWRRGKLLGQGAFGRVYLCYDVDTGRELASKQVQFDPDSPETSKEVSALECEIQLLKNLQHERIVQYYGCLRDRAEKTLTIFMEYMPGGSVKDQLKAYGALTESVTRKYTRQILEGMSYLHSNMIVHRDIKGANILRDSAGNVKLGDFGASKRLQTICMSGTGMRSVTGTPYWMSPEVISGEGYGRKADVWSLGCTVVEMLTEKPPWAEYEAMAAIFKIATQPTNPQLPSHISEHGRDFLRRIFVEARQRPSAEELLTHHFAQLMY
NALP1 inh – NALP1 inflammasome inhibitors in reconstituted yeast, colorimetric, S. cerevisiae, triplicate retest; S. cerevisiae NALP1/ASC/caspase-1 growth, X-gal OD620, 72 h; inhibition, % at 10 µM; 0.61% of 280,000 active; AID 2071, 2009; in the data active = inhibition mostly above about 24%, no sharp cut-off; inactive = mostly below about 32%; note: some compounds called inactive have numbers as strong as hits
The depositor's hits bear a star; / = not tested or not shown; & = joins results of further samples.

compound,FID counter,MEKK2 mut-MEK5,GPR7 antag,OXTR agonist,MEKK2 WT-MEK5,PHOSPHO1 inh,PfM18AAP inh,MEKK3 PB1 HTS,NALP1 inh
COc1cccc(NC(=O)CCNS(=O)(=O)c2ccc3c(c2)oc(=O)n3C)c1,-2,3,0,-1.6,104,60,4,102,31
Cc1nnc2sc(SCC(=O)N3CCCCC3)nn2c1=O,-1,6,-9,-0.1,107,-14,-4,98,9
N#CC1=C(N)Oc2n[nH]c(-c3cccs3)c2C1c1cccnc1 (configuration not stated),-5,6,-16,-1.0,108,30,2,123*,6
CCCCCNC(=O)C1CC(=O)OC12CCCCC2 (configuration not stated),9,-6,-1,-0.3,101,49,3,102,-6
CC(C)(C)n1nnnc1C(c1ccc2ncccc2c1)N1CCC(O)CC1 (configuration not stated),-6,-11,-9,1.6,81,-3,1,89,7
Cc1nonc1C1CCCN1C(=O)c1cc(COc2ccc(F)cc2Cl)on1 (configuration not stated),-18,-5,-2,-0.2,94,-6,-12,99,6
O=C1C=C(N2CCN(C3=CC(=O)CCC3)CC2)CCC1,-4,/,-10,0.5,/,-21,21,/,15
CCN1C(=O)/C(=C2/Sc3ccccc3N2CCCS(=O)(=O)O)SC1=S,-14&-17,13&2,-6&-11,-0.3,104&97,11&36,-16&13,105&98,-3&-1
CCCCCc1nc2ccccc2c(=O)n1N,-2,-5,-10,-1.9,91,19,-10,95,3
CCC(=O)c1ccc(OCC(=O)OCC(=O)NCC2CCCO2)cc1 (configuration not stated),-2,8,-11,-0.2,105,18,2,102,0
Cc1oc2c(CN3CCOCC3)c(O)ccc2c(=O)c1-c1ccccc1,-8,8,-8,0.0,108,24,3,107,-8
O=C(O)c1ccccc1-c1ccccc1C(=O)NCCc1ccccc1,-11,3,-7,-0.1,100,39,0,100,-4

Continued, overlapping the part above by four compounds.
compound,FID counter,MEKK2 mut-MEK5,GPR7 antag,OXTR agonist,MEKK2 WT-MEK5,PHOSPHO1 inh,PfM18AAP inh,MEKK3 PB1 HTS,NALP1 inh
CCCCCc1nc2ccccc2c(=O)n1N,-2,-5,-10,-1.9,91,19,-10,95,3
CCC(=O)c1ccc(OCC(=O)OCC(=O)NCC2CCCO2)cc1 (configuration not stated),-2,8,-11,-0.2,105,18,2,102,0
Cc1oc2c(CN3CCOCC3)c(O)ccc2c(=O)c1-c1ccccc1,-8,8,-8,0.0,108,24,3,107,-8
O=C(O)c1ccccc1-c1ccccc1C(=O)NCCc1ccccc1,-11,3,-7,-0.1,100,39,0,100,-4
Cc1ccnc(NC(=O)c2ccc3c(c2)S(=O)(=O)c2ccccc2C3=O)c1,3,4,-9,0.2,89,25,0,95,/
CCOC(=O)c1nn(-c2ccc(F)cc2)c(-c2ccccc2)c1C(=O)c1ccccc1,-10,3,-5,-1.9,97,-18,-8,103,18
CC(C)(C)NC(=O)NC(=O)COC(=O)c1c(F)cccc1Cl,-12,-1,2,0.5,92,28,-5,93,-8
O=C(CSCCOc1ccccc1)NCc1ccncc1,-2,-2,-3,0.2,96,46,0,97,3
CCC(C)CNC(=O)c1cccc(OC2CCN(CC(C)(C)C)CC2)c1 (configuration not stated),2,6,-13,-1.0,111,/,-3,107,/
CNC(=O)COC(=O)c1ccc(Cl)c(S(N)(=O)=O)c1,-6,1,-12,1.0,93,33,5,99,-3
O=C1/C(=C/c2cccs2)SC(=S)N1CCC(=O)N1CCCCC1CCO (configuration not stated),-39,1,12,4.2,90,-9,-3,100,6
Cc1c(CC(=O)Nc2ccc(Cl)cc2)sc2ccc(Cl)cc12,1,-30,-7,0.1,95,36,0,87,/
COc1ccc(CC(=O)Nc2cccc(SC)c2)cc1,-5,0,-1,-1.4,97,4,-21,100,34
COc1ccc(CCNC(=O)c2cc3c(C)nccc3[nH]c2=O)cc1OC,-12,1,-2,-0.6,100,-25,0,103,9
CCC(CC)c1nc(C#N)c(NC(C)c2ccccc2)o1 (configuration not stated),-31,3,-10,-3.4,98,-7,4,98,20
COCCNC(=O)C(c1ccc(Cl)cc1)N(Cc1ccco1)C(=O)CCC(=O)Nc1ccccn1 (configuration not stated),-36,3,-3,1.1,104,-28,-1,100,-4
O=c1cc(C(F)(F)F)nc(SC/C=C/c2ccccc2)[nH]1,-24,2,-18,2.6,101,18,-11,101,23
CCOC(=O)c1c(NC(=O)C2C3CCC(O3)C2C(=O)O)sc2c1CCC(CC)C2 (configuration not stated),-46,0,-13,-1.3,97,53,8,100,4
COc1ccc(CNC(=O)CN(Cc2ccco2)C(=O)CNS(=O)(=O)c2ccccc2)cc1,-23,-1,-2,-0.6,103,42,-3,102,-4
CC(C)CCN(CC(=O)NC(C)(C)C)C(=O)C(=O)Nc1ccc2c(c1)OCCO2,-30,2,-10,-0.6,104,33,-5,110,10
Cc1nn2c(-c3ccc(S(=O)(=O)N4CCN(CCO)CC4)o3)nnc2c2ccccc12,-1,5,-3,-1.8,102,32,3,101,0
CC(c1ccc(F)cc1)n1cc(C(=O)NCc2ccccn2)nn1 (configuration not stated),-6,-1,4,2.7,107,-55,10,109,-3
N#CCCNc1ccc(OCCC#N)cc1,2,4,-11,0.0,100,-6,-3,97,13
C=CCn1c(SCC(=O)c2cc(C)n(C)c2C)nnc1-c1ccncc1,-17,0,-5,0.8,108,-10,0,112,-20
CC1CCN(S(=O)(=O)c2ccc(C(=O)N3CCN(c4ccccc4F)CC3)cc2)CC1,-5,-2,-11,-2.2,97,60*,3,100,-17
O=C1C(Cl)=C(N2CCOCC2)C(=O)N1c1cccc(C(F)(F)F)c1,0,12,-8,0.9,104,44,19,108,7
COc1ccc(CN2CCc3ccccc3C2)cc1Br,5,2,-4,-0.6,102,/,-7,106,-30
Cn1c(SC/C=C/c2ccccc2)nnc1-c1ccco1,-12,16,3,-1.4,103,-8,-2,107,-3
CCCn1c(N2CCN(C(=O)Nc3ccc(Cl)cc3)CC2)nc2ccccc21,-8,-6,-6,1.2,95,40,3,101,1
CCSc1nnc(NC(=O)C2CCCN(S(=O)(=O)c3cnc[nH]3)C2)s1 (configuration not stated),-8,2,-3,1.1,103,30,2,99,31
Cc1cnc(C(=O)OCC(=O)Nc2ccc(C)c(S(=O)(=O)N(C)C)c2)cn1,-7,5,-2,0.4,106,33,-1,101,/
O=c1cc(CSc2ccc(Cl)cc2)nc2nc[nH]n12,-2,3,-2,0.7,108,-6,2,103,-25
COCCOC(=O)/C(=C\c1cc(C(C)(C)C)c(O)c(C(C)(C)C)c1)C(C)=O,-30,-2,-10,-0.6,96,-3,12,100,2
COC(=O)CCCCC(=O)C1C(=O)CC(C)(C)C(C(=O)OC)C1=O (configuration not stated),-2,10,-10,6.5,103,6,0,102,-26
CCN(CC)c1ccc2c(C)c(CO)c(=O)oc2c1,-7,0,1,-1.1,102,41,-8,110,2
O=C(COC(=O)Cc1ccsc1)Nc1ccccc1,-2,-2,-4,0.2,97,32,2,103,-6
Cc1ccccc1C(=O)Nc1ccc(N2CCN(C)CC2)nc1,6,-3,-7,1.0,91,3,6,95,3
O=C(Nc1ccccn1)C(NS(=O)(=O)c1cccc2nsnc12)c1ccccc1 (configuration not stated),-6,1,1,-1.4,96,-8,-2,102,7
Cc1ccc(S(=O)(=O)n2nccc2-c2c(-c3ccccc3)noc2C)cc1,-13,2,-10,-2.3,96,42,1,101,-4
Cc1ccc(C)c(NC(=O)c2ccc(N(C)S(C)(=O)=O)cc2)c1,-6,2,19,1.5,94,10,-8,88,1
COc1cccc(CNc2nc3nc(C)c(Cl)c(C)n3n2)c1,-27,0,-8,0.2,101,7,6,105,13
Cc1ccc(CN2C(=O)CCC2C(=O)NCCN(CC(C)C)CC(C)C)cc1 (configuration not stated),12,-9,-1,-0.1,88,0,3,88,33
O=C(Nc1nc2c(F)cccc2s1)c1ccco1,-7,5,-6,2.4,99,15,5,101,-3
O=C(NCc1cccs1)C1CCC(CNS(=O)(=O)c2ccccc2)CC1 (configuration not stated),-24,-2,6,0.6,100,48,0,106,8
C=CCSc1nc(Oc2ccccc2)c2sccc2n1,-5,17,-16,-1.4,105,26,1,111,-11
COc1cc(Br)cc(/C=N/c2ncn[nH]2)c1O,-1,-2,-13,0.2,101,18,62*,101,-2
c1ccc(OCc2nc(-c3cccs3)no2)cc1,-3,2,-1,-1.6,102,12,5,101,18
CSc1ccc(S(=O)(=O)N2CCN(Cc3ccc4c(c3)OCO4)CC2)cc1,-9,3,3,-1.8,99,2,1,102,34
OC12CC3C[C@H](C1)C(N1CCOCC1)[C@@H](C3)C2 (some centres not stated),-4,4,8,0.5,104,-16,3,102,10
CCO[C@@H]1OC(C(=O)O)=C[C@H](C2CC2)[C@H]1CCCO,-8,-1,5,-0.2,101,32,-10,101,2
Cc1cc(C)c(NC(=O)NC(=O)c2ccc(F)cc2)c(C)n1,-11,3,-5,2.3,104,22,2,101,-5
COc1ccc(/C=C(/NC(=O)c2ccccc2)C(=O)N/N=C/c2cccs2)cc1OC,-10,3,1,0.3,103,16,-3,102,3
CCOc1ccc(NC(=O)CC2Nc3ccccc3NC2=O)cc1 (configuration not stated),-5,-3,-2,-1.7,107,23,-5,111,8
Cc1csc(Sc2ccc([N+](=O)[O-])cc2C(=O)OCC(=O)NC(=O)NC(C)(C)C)n1,-3,-2,-1,0.3,101,7,-2,104,15
Cc1ccc(CN(C(=O)c2ccc(Cl)c([N+](=O)[O-])c2)C2CCS(=O)(=O)C2)o1 (configuration not stated),-21,1,1,3.0,101,14,-3,99,0
O=C(CC(Sc1n[nH]c(-c2ccccc2)n1)c1ccccc1)NCc1ccccc1 (configuration not stated),-3,3,2,-2.4,103,13,2,107,39
CCN(C(=O)Cn1cnc2c(nc3n2CCCCC3)c1=O)c1cccc(Cl)c1,-26,5,-7,0.6,95,47,5,96,-4
CCOc1ccc2c(c1)n(CO)c(=S)n2CO,0,4,0,0.4,102,55,-6,100,-7
CCOC(=O)c1sc(NC(=O)c2cc3ccccc3o2)nc1C,-1,2,-7,-1.3,104,-5,-3,100,-3
Cc1nnc(SCC(=O)O)s1,6,-5,-7,1.1,85,37,3,102,-16
COC(=O)c1ccc(N2C(=O)CC(Sc3n[nH]c(C)n3)C2=O)cc1 (configuration not stated),-10,10,-8,-0.1,113,85*,-69,106,13
CCOC(=O)N1CCC(NC(=O)CCc2c(C)nc3c(c(C)nn3C(C)(C)C)c2C)CC1,-40,5,-1,-1.8,98,-30,1,100,27

High-throughput results deposited in PubChem by several laboratories.
